High-throughput results deposited in PubChem BioAssay by several laboratories.
SIAH1 antagonists = blockers of Siah-1 interaction with plectin peptide – biochemical, fluorescence polarization, rhodamine-plectin, uHTS, primary screen (AID 1817). displacement, % at 20 µM; hits with a dose series show IC50 in µM. Siah-1 / rhodamine-plectin peptide fluorescence polarization; higher % means a stronger effect. 0.02% of 290,000 active;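 active = displacement of at least 50% at 20 µM, with a fluorescence ratio check between 0.3 and a set limit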;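 also: plate controls were Siah plus tracer with DMSO for no effect and tracer alone without Siah for full effect; strong numbers were not always called active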
M1AAP inhibition = P. falciparum M1AAP inhibitors, biochemical, fluorogenic H-Leu-NHMec substrate, 1536-well (AID 1445) | recombinant M1AAP, H-Leu-NHMec fluorogenic kinetic assay; higher % means a stronger effect | inhibition, % at 30 µM, or IC50 in µM where a hit was titrated | 0.42% of 220,000 active;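 active = primary inhibition above the hit cutoff, then over 50% inhibition at one or more dose response concentrations, cut at about 23% in these data, passing the limit was not always enough; inconclusive = conflicting primary data, or primary hits not chosen for dose response; inactive = low primary inhibition, or under 50% at every dose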;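 also: plate controls were DMSO full reaction for no effect and no enzyme background for full effect; strong numbers were not always called active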
XIAP antagonists = small molecules displacing peptide from XIAP – biochemical, IAP family, fluorescence polarization (AID 1018) | XIAP BIR domain, fluorescence polarization peptide displacement; higher % means a stronger effect | displacement, % at 20 µM, or IC50 in µM where a hit was titrated | 0.007% of 200,000 active; in the data active = displacement above about 50%; also: a part of the inactive calls stands beside numbers as strong as those of hits
PMI inhibitors = inhibitors of human PMI, primary screen, biochemical, fluorescence intensity, coupled assay (AID 1209); purified PMI enzyme, coupled fluorescence intensity; higher % means a stronger effect; inhibition, % at 20 µM; hits with a dose series show IC50 in µM; 0.42% of 190,000 active;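 also: plate controls were DMSO vehicle for no effect and wells lacking substrate for full effect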
AID2073 = inhibitors of Mint1-CaV2.2 protein interaction, biochemical, HTRF (AID 2073); 0.19% of 290,000 active; inhibition, % at 20 µM; hits with a dose series show IC50 in µM; HTRF protein-protein interaction, Mint1-CaV2.2; higher % means a stronger effect; in the data active = inhibition mostly above about 51%, no sharp cut-off; inconclusive = no clear call, values can overlap the other calls; inactive = mostly below about 53%; also: some results filed as inactive read as strong as hits
P. falciparum M17LAP = P. falciparum M17LAP inhibitors, primary screen, biochemical, fluorogenic H-Leu-NHMec substrate, 1536-well (AID 1619); 0.38% of 220,000 active; one-dose inhibition, % at 30 µM; IC50 in µM for titrated hits; recombinant M17LAP, H-Leu-NHMec fluorogenic kinetic assay; higher % means a stronger effect;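 active = compound inhibiting the enzyme by more than half at any dose during confirmatory dose-response retesting; inconclusive = strong single-dose inhibitors picked by rank but not retested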;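 also: plate controls were full reaction with DMSO carrier for no effect and no enzyme background for full effect; strong numbers were not always called active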
LYP inhibition = inhibitors of LYP phosphatase, biochemical, fluorescence intensity, uHTS (AID 1779) | one-dose inhibition, % at 11.5 µM; IC50 in µM for titrated hits | 0.054% of 290,000 active | recombinant LYP phosphatase, fluorescence intensity; higher % means a stronger effect;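 also: plate controls were vehicle with enzyme for no effect and no enzyme for full effect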
Dynein cargo inh = dynein cargo transport inhibition; AID 1381; z-score, hits read low; 3617.4 mouse cells, GR-EGFP nuclear translocation imaging; test concentration mostly 20 µM; stimulated with dexamethasone, 1 µM; active compounds read low; 0.47% of 220,000 active;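 active = plate z-score of nuclear minus cytoplasmic receptor signal below a set negative limit, without overly bright fluorescence or cell loss, cut at about -3.5 in these data, passing the limit was not always enough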;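 also: z-score of nuclear minus cytoplasmic ring GR-EGFP intensity difference per well; some compounds called inactive have numbers as strong as hits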
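Buffer or medium: tet-free, stripped-serum medium; Also added: dexamethasone, 1.0 µM final; Technique: high-content fluorescence imaging after fixation; Times: 48 h induction, 1 h compound, 30 min dex at 37 °C; Read-out: per-cell GR-EGFP intensity, nucleus versus surrounding cytoplasmic ring, well-averaged.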
human PMI inhibitors = MPI inhibition at elevated mannose 6-phosphate – biochemical, fluorescence intensity, high mannose 6-phosphate, primary screen (AID 1220) | recombinant PMI enzyme, coupled fluorescence intensity; higher % means a stronger effect | one-dose inhibition, % at 20 µM; IC50 in µM for titrated hits | 0.66% of 190,000 active
Dynein cargo inh cytoplasmic EGFP = second read-out of Dynein cargo inh, no call of its own (marks repeat the call); z-score; measured here: cytoplasmic GR-EGFP intensity; active compounds read high
Dynein cargo inh nuclear GR-EGFP = second read-out of Dynein cargo inh, no call of its own (marks repeat the call); z-score; measured here: nuclear GR-EGFP intensity;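 lower value marks the stronger effect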
Dynein cargo inh cell count = second read-out of Dynein cargo inh, no call of its own (marks repeat the call); z-score; measured here: cell count per field
The depositor's hits bear a star; ? = inconclusive; / = no result given. Rule as the data show it, unless noted: active = inhibition above about 50%; inactive = the rest.

Dynein cargo inh cell count | P. falciparum M17LAP | LYP inhibition | Dynein cargo inh nuclear GR-EGFP | SIAH1 antagonists | canonical_smiles | PMI inhibitors | human PMI inhibitors | AID2073 | M1AAP inhibition | Dynein cargo inh | Dynein cargo inh cytoplasmic EGFP | XIAP antagonists
-0.099 | 3% | 3% | 0.18 | 3% | O=C(Cc1ccccc1)n1nc(-c2ccccc2)nc1NCc1ccco1 | -7% | -6% | -9% | 14% | 0.3 | -0.19 | -2.0%
0.17 | 4% | -11% | -0.098 | -6% | NC1=NC[C@H](Cc2ccc(O)cc2)N1CCc1cccc(F)c1 | / | / | 5% | 2% | -0.29 | -0.8 | /
0.59* | 1% | -6% | -2* | -2% | Cc1ccc(C(C[N+](=O)[O-])n2nc(C)cc2C)cc1 (stereo unspecified) | 4% | 5% | 11% | 3% | -5.3* | 2* | -5.5%
-0.11 | 4% | -9% | 0.43 | 13% | Cc1ccc(S(=O)(=O)N2CCOC2CNC(=O)C(=O)NCCc2ccc(S(N)(=O)=O)cc2)cc1 (stereo unspecified) | / | / | -6% | -1% | -0.36 | -0.27 | /
-0.051 | -3% | -7% | 0.11 | 4% | CCOc1ccc(-n2c(Cc3cc(=O)[nH]c(=O)[nH]3)nnc2SCC(=O)NC2CCCC2)cc1 | -3% | 4% | 0% | -6% | 0.032 | -0.14 | 4.1%
1.2 | 1% | -1% | -0.68 | -2% | CCOC(=O)C(=CNCC(=O)OC)C(=O)OCC | 9% | 9% | 3% | 7% | -0.85 | -0.24 | 0.1%
0.42 | -6% | 11% | -0.56 | 18% | Cc1ccc(NC(=S)N(Cc2cccs2)Cc2cc3cc(C)ccc3[nH]c2=O)cc1 | 20% | 13% | -6% | 5% | -0.28 | -0.33 | -0.8%
0.32 | -1% | 0% | -0.16 | 1% | O=C(NCc1ccccc1)C(=O)NCC1OCCN1S(=O)(=O)c1ccc([N+](=O)[O-])cc1 (stereo unspecified) | -3% | -1% | 32% | 3% | -0.58 | -0.26 | -2.9%
0.035 | 8% | -8% | -0.59 | 10% | CCCNC(=O)c1ccc(CN2CCc3ccccc3C2)cc1 | -1% | 0% | 9% | 1% | -1.1 | -0.15 | -2.3%
0.15 | 14% | 2% | -0.044 | 1% | CN1CCN(C(=O)/C(=C\c2ccc3c(c2)OCO3)NC(=O)c2cccs2)CC1 | -6% | 1% | 3% | 3% | 0.64 | -0.24 | -4.4%
0.17 | 22% | -1% | -0.22 | -7% | Oc1c(CN2CCc3ccccc3C2)cc(Cl)c2cccnc12 | 40% | 48% | 3% | 4% | -0.7 | 0.026 | -2.5%
-0.29 | 6% | -4% | 0.39 | 3% | COc1ccc(N2CC(C(=O)OC(C)C(=O)c3ccccc3)CC2=O)cc1 (stereo unspecified) | / | / | -9% | 11% | 0.36 | -0.31 | -3.3%
0.42 | 12% | 6% | -0.1 | 4% | CC1(c2ccc(Cl)cc2Cl)OCC(Cn2ccnc2)O1 (stereo unspecified) | -2% | 4% | -2% | 5% | -0.44 | -0.19 | -7.6%
-1.3 | 21% | 0% | 1.6 | 1% | CC(=O)Nc1cccc(NC(=O)Nc2ccc(C(C)=O)cc2)c1 | 2% | 1% | 25% | 3% | 1.1 | 0.1 | -2.9%
0.079 | 4% | 0% | 0.32 | -2% | Nc1nc(-c2cccc(F)c2)cs1 | / | / | 20% | 3% | 0.61 | -0.29 | -2.3%
-0.055 | 3% | -6% | 0.57 | 1% | c1ccc(Cn2ccnc2-c2ccco2)cc1 | -2% | -2% | -1% | 0% | -0.53 | -0.037 | 0.1%
0.56 | 12% | 0% | 0.5 | 1% | CC(C)C(=O)NC(C)C(c1cccs1)N1CCN(c2ccccc2)CC1 (stereo unspecified) | -4% | -4% | 14% | 10% | 0.24 | -0.25 | -1.6%
-0.18 | -6% | -40% | 0.32 | -1% | Cc1cccn2c(=O)c(/C=C(\C#N)C(=O)NC3CCS(=O)(=O)C3)c(N3CC(C)OC(C)C3)nc12 (stereo unspecified) | / | / | 18% | 13% | 0.72 | -0.18 | /
1.3 | -4% | 2% | -0.099 | -2% | CCOC(=O)c1ccc(NC(=S)N(CCN2CCCCCC2)Cc2ccco2)cc1 | -2% | -3% | -15% | 1% | -0.97 | -0.28 | -3.8%
0.92 | 27% | -2% | -0.15 | -6% | CC(C)(C)C(=O)Nc1cc(NC(=O)C(C)(C)C)cc(C(=O)Nc2cc(C(=O)O)cc(C(=O)O)c2)c1 | -6% | -4% | 7% | 5% | -0.53 | -0.22 | -4.4%
-0.41 | 4% | 5% | -0.55 | 1% | COc1ccc(C2=NNC(c3cccs3)=Nc3ccc(OC)cc32)cc1 | 7% | 6% | 1% | 6% | -0.29 | -0.17 | -6.0%
/ | / | -4% | / | 2% | CCOC(=O)N1CCN(c2ncnc3c2oc2nc(C)c4c(c23)CC(C)(C)OC4)CC1 | 10% | 1% | 6% | / | / | / | -5.2%
0.5 | -4% | -5% | -0.49 | 4% | Cc1c(-c2ccccc2)[n+](=O)c2c(n1[O-])CCCC2 | / | / | -5% | 0% | -0.17 | -0.27 | /
0.16 | -5% | 2% | -0.27 | 7% | Cc1cc(C)nc(N2CCCC(C(=O)Nc3nc4ccc(S(C)(=O)=O)cc4s3)C2)n1 (stereo unspecified) | 51%* | 36% | 16% | 5% | -0.36 | -0.27 | -6.7%
0.12 | 2% | -6% | -0.042 | 14% | Cc1ccc(-c2nc(-c3cccnc3)sc2CC(=O)O)cc1 | / | / | 8% | 14% | -0.012 | -0.26 | /
1.3 | -14% | -2% | -0.092 | -4% | COC(=O)c1sc2nc(SCc3cccc(F)c3)n(N)c(=O)c2c1C | 4% | -2% | -2% | 1% | -0.53 | -0.25 | -2.6%
-0.32 | -14% | -2% | 1.2 | 2% | O=C(c1cccc2c1-c1ccccc1/C2=N/O)N1CCCCC1 | -2% | 0% | ? | 5% | 1.2 | -0.28 | -4.7%
-0.56 | 3% | -5% | 0.74 | 12% | Cc1ccc(CC(=O)Nc2ncc([N+](=O)[O-])s2)cc1 | 7% | 12% | 7% | 5% | 0.8 | -0.2 | -8.7%
0.33 | 22% | -2% | -0.17 | 0% | O=C(Nc1ccccc1N1CCOCC1)c1ccc(S(=O)(=O)NCc2ccco2)cc1 | 5% | 5% | -8% | 3% | -0.52 | -0.21 | -12%
0.01 | 12% | 3% | 0.17 | 1% | CC1CN(C(=O)COC(=O)c2ccc(N(C)C)cc2)CC(C)O1 (stereo unspecified) | -7% | -7% | -5% | -2% | -0.025 | 0.035 | -8.1%
1.1 | 3% | -1% | -0.7 | 1% | CCOC(=O)c1c(CN(C)C)n(-c2ccc(C)cc2)c2cc(Br)c(O)cc12 | 3% | 6% | 20% | 6% | -0.82 | -0.34 | -3.2%
0.32 | -11% | -5% | -0.33 | -3% | CNC(=O)c1cccnc1Nc1cccc(C(F)(F)F)c1 | 15% | 1% | 2% | -3% | -0.37 | -0.24 | -3.5%
0.38 | 9% | 0% | 0.9 | -9% | O=C(Cc1cccs1)Nc1nc2c(s1)CCCC2 | -2% | 3% | -14% | 9% | 0.97 | -0.24 | -8.7%
-0.83 | 1% | -6% | 1.2 | 16% | CC12CCC(C(=O)NCCc3ccccc3)(OC1=O)C2(C)C (stereo unspecified) | 5% | 5% | 7% | 9% | 1.3 | 0.13 | -1.7%
0.77 | -1% | -6% | 0.16 | -3% | CCCC1/C(=N/O)CC(c2ccccc2)NC1c1ccccc1 (stereo unspecified) | 15% | 12% | 0% | -2% | -0.39 | -0.14 | 5.0%

Entries above that have a furan ring, fused or not:
Dynein cargo inh cell count | P. falciparum M17LAP | LYP inhibition | Dynein cargo inh nuclear GR-EGFP | SIAH1 antagonists | canonical_smiles | PMI inhibitors | human PMI inhibitors | AID2073 | M1AAP inhibition | Dynein cargo inh | Dynein cargo inh cytoplasmic EGFP | XIAP antagonists
-0.099 | 3% | 3% | 0.18 | 3% | O=C(Cc1ccccc1)n1nc(-c2ccccc2)nc1NCc1ccco1 | -7% | -6% | -9% | 14% | 0.3 | -0.19 | -2.0%
-0.055 | 3% | -6% | 0.57 | 1% | c1ccc(Cn2ccnc2-c2ccco2)cc1 | -2% | -2% | -1% | 0% | -0.53 | -0.037 | 0.1%
1.3 | -4% | 2% | -0.099 | -2% | CCOC(=O)c1ccc(NC(=S)N(CCN2CCCCCC2)Cc2ccco2)cc1 | -2% | -3% | -15% | 1% | -0.97 | -0.28 | -3.8%
/ | / | -4% | / | 2% | CCOC(=O)N1CCN(c2ncnc3c2oc2nc(C)c4c(c23)CC(C)(C)OC4)CC1 | 10% | 1% | 6% | / | / | / | -5.2%
0.33 | 22% | -2% | -0.17 | 0% | O=C(Nc1ccccc1N1CCOCC1)c1ccc(S(=O)(=O)NCc2ccco2)cc1 | 5% | 5% | -8% | 3% | -0.52 | -0.21 | -12%
